KCNQ2 inh: KCNQ2 potassium channel inhibitors, primary screen, cell-based, CHO-K1, FluxOR thallium flux, B-score (AID 2156). O88943. 20 min; stronger effect = lower value. 1.1% of 310,000 active. B-score at 10 µM;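 active = fluorescence ratio B-score at most minus 3 library SDs, with starting brightness B-score within 2 library SDs, cut at about -5.5 in these data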
Target sequence (O88943 whole entry, looked up): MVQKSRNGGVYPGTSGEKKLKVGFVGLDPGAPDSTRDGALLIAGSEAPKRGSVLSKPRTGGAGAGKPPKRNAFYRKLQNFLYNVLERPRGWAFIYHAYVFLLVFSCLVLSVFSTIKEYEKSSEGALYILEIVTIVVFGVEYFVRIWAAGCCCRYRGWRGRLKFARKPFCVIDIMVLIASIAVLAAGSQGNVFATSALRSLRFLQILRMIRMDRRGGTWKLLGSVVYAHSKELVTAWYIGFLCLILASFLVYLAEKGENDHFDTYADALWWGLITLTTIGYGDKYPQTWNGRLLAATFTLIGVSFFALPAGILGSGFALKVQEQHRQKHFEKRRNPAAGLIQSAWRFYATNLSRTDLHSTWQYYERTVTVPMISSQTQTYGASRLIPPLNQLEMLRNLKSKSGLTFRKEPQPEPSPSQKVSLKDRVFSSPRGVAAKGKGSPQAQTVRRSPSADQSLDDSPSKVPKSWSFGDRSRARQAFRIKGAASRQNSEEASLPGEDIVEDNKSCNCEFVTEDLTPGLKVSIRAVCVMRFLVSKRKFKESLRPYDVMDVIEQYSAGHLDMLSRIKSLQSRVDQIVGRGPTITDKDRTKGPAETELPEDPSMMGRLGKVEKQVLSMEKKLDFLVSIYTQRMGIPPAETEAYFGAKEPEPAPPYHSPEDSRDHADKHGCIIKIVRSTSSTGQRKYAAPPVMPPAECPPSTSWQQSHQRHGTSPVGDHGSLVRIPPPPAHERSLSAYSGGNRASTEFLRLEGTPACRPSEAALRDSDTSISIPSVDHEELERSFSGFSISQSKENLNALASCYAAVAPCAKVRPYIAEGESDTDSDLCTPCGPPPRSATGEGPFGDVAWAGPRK
CHT inh: human CHT choline transport inhibition; Q9GZV3; CHT-expressing cells, membrane potential dye, choline response; stronger effect = lower value; B-score at 10 µM; 0.86% of 310,000 active; AID 488975;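 active = B-score over 3 SD under the library average, and starting fluorescence ratio not unusually high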;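 note: choline stimulus applied at its EC90 after an EC20 pre-addition; B-score computed on integrated fluorescence ratio after choline addition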
Kir21 block: inhibitors of mouse Kir2.1 inward-rectifier potassium channel. P35561. HEK293-Kir2.1, FluxOR thallium flux fluorescence; stronger effect = lower value. B-score at 10 µM. 0.85% of 310,000 active;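 active = fluorescence ratio B-score at or below minus 3 SD of library scores, with starting-brightness B-score within 2 SD, cut at about -4.2 in these data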;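 note: channel flux triggered by added potassium and thallium sulfate stimulus; B-score of peak minus minimum fluorescence over baseline after thallium stimulus; more negative B-score means stronger Kir2.1 block with less thallium influx; some compounds called inactive have numbers as strong as hits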
* hit, by the source's call; i = inactive; . = no result given.

SMILES	KCNQ2 inh	CHT inh	Kir21 block
CC(=O)C1=C(O)CCC1=NCCc1ccccc1	i	i	0.68
CN(Cc1ccccc1)Cc1ccccc1F	i	i	0.29
C=CCOC(=O)C1=C(C)Nc2nnnn2C1c1cc(OC)ccc1OC (stereo not given)	i	i	2.2
Cc1ccc(S(=O)(=O)NNC(=S)NC(C)(C)C)cc1	i	i	-0.06
Cc1c(C(=O)NCCCN2CCCC2=O)oc2c(Cl)cccc12	i	i	1.2
COc1cc(NC(N)=S)c(OC)cc1Cl	i	i	-1.2
CN(CC1CCCO1)S(=O)(=O)c1ccc(C(=O)Nc2nccs2)cc1 (stereo not given)	i	i	1
CCn1c(C)nc2cc(OC)ccc21	i	i	0.46
O=C(NC(=S)NCc1ccncc1)c1ccccc1	i	i	0.16
O=C(O)c1cccc(N2C(=O)C3CC=C(Cl)CC3C2=O)c1 (stereo not given)	i	i	-0.41
Cc1csc(NC(=O)CSc2nnc(-c3ccncc3)o2)n1	i	i	-1.1
CCN1C(=O)[C@H]2[C@@H](c3ccc(-c4cccc(Cl)c4)c(OC)c3)N[C@@](Cc3ccccc3)(C(=O)OC)[C@H]2C1=O	i	i	-0.4
Cc1ccc(C(=O)N/C(=C\c2cn(S(=O)(=O)N(C)C)c3ccccc23)C(=O)NCCN2CCOCC2)cc1	i	.	0.01
CCC(=O)c1ccc(OCC(=O)Nc2cc(S(=O)(=O)N3CCCCC3)ccc2N2CCN(CC)CC2)cc1	i	i	0.15
CN(CC(=O)Nc1c(Cl)cccc1Cl)C(=O)CNC(=O)C1CCCCC1	i	i	1.4
CN(C)CCCN(C(=O)c1ccc(S(=O)(=O)N(C)C2CCCCC2)cc1)c1nc2ccc(Br)cc2s1	i	i	0.34
Cc1nn(Cc2c(Cl)cccc2Cl)c(C)c1NC(=O)CCCn1nc([N+](=O)[O-])c(Cl)c1C	i	i	-0.54
O=Nc1onc(-c2ccc([N+](=O)[O-])cc2)c1NO	i	i	-1.7
CC(=O)c1c(C)[nH]c(C(=O)Nc2cccc(C#N)c2)c1C	i	i	-0.2
O=C(CSc1ccccn1)Nc1cccc([N+](=O)[O-])c1	i	i	-1.6

Reprinted at random: 4 compounds from above.
SMILES	KCNQ2 inh	CHT inh	Kir21 block
Cc1ccc(S(=O)(=O)NNC(=S)NC(C)(C)C)cc1	i	i	-0.06
O=C(O)c1cccc(N2C(=O)C3CC=C(Cl)CC3C2=O)c1 (stereo not given)	i	i	-0.41
CN(CC(=O)Nc1c(Cl)cccc1Cl)C(=O)CNC(=O)C1CCCCC1	i	i	1.4
CN(Cc1ccccc1)Cc1ccccc1F	i	i	0.29

Remaining list, next part
SMILES	KCNQ2 inh	CHT inh	Kir21 block
O=C(NCCN1C(=O)S/C(=C/c2ccccc2)C1=O)C1CCCN1C(=O)c1cccs1 (stereo not given)	i	i	0.74
Cc1ccccc1-c1nc(CS(=O)CC(=O)NCCc2ccc(Cl)cc2)c(C)o1 (stereo not given)	i	i	0.81
CCCC(=NCCc1c(C)[nH]c2ccccc12)C1=C(O)CC(c2ccccc2)CC1=O (stereo not given)	i	i	-1.6
COc1ccc(-n2nnc3c(=O)n(CC(=O)N4CCC(C)CC4)cnc32)cc1	i	i	0.15
CCC1CCCCN1C(=S)Nc1ccc(OC(F)F)cc1 (stereo not given)	i	i	0.8
FC(F)(F)c1nnc2n1N=C(c1cccs1)CS2	i	i	0.01
Cc1csc(SCC(=O)Nc2ccccn2)n1	i	i	1.2
Cc1ccc(NC(=O)Cn2ccnc2)cc1C	i	i	0.57
Cc1ccc(-c2c[n+]3c(n2-c2ccccc2)SCC3)cc1	i	i	0.15
Cc1ccccc1C(=O)O/N=C/c1c(N2CCOCC2)n(C)c2ccccc12	-7.6*	-16*	1.4
COc1cccc(CNS(=O)(=O)c2c(C(=O)N3CCCC3)c(C)n(C)c2C)c1	i	i	0.81
Cc1cccc(/C=N/NC(=O)Cn2nccc2C)n1	i	i	-0.08
Cc1c(Br)c([N+](=O)[O-])nn1CC(=O)N(C)Cc1ccccc1	i	i	0.44
CNS(=O)(=O)c1ccc(NS(=O)(=O)c2ccccc2F)cc1	i	i	-0.74
O=C1c2ccccc2C(=O)N1c1n[nH]c(CCc2ccccc2)n1	i	i	-1.5
Cc1cccc2c1CC(C)(C)N=C2C1=C(O)CC(C)(C)CC1=O	i	i	-0.6
CCc1ccccc1NC(=S)N1CCC(NC(=O)c2ccc(OC)cc2)CC1	i	i	0.72
O=C(N/C(=C\c1ccco1)C(=O)N1CCCC1CO)c1ccccc1 (stereo not given)	i	i	0.24
Cc1nccn1CCC(=O)Nc1ccc(Cl)cc1	i	i	-0.05
CN1CCN(C(=O)C2CCN(S(=O)(=O)c3cnc[nH]3)CC2)CC1	i	i	1.2

Grouped by structure, those above with a nitro group on carbon.
SMILES	KCNQ2 inh	CHT inh	Kir21 block
Cc1nn(Cc2c(Cl)cccc2Cl)c(C)c1NC(=O)CCCn1nc([N+](=O)[O-])c(Cl)c1C	i	i	-0.54
O=Nc1onc(-c2ccc([N+](=O)[O-])cc2)c1NO	i	i	-1.7
O=C(CSc1ccccn1)Nc1cccc([N+](=O)[O-])c1	i	i	-1.6
Cc1c(Br)c([N+](=O)[O-])nn1CC(=O)N(C)Cc1ccccc1	i	i	0.44

Following part:
SMILES	KCNQ2 inh	CHT inh	Kir21 block
C/C(=C\C(=O)Nc1cscc1C)C(=O)O	i	i	0.89
CCCc1[nH]c(=O)c(C#N)c2c1CCCC2	i	i	0.06
COc1ccc2c3c(c(=O)oc2c1OCC(=O)C(C)(C)C)CCCC3	i	i	-1.7
C=C(C)C(=O)O[C@H]1C/C(C)=C\C(=O)/C=C(\C)[C@H](O)[C@@H]2OC(=O)C(=C)[C@@H]21	i	i	-0.17
Cc1ccc(CCNC(=O)C2CCCN(S(=O)(=O)c3cnc[nH]3)C2)cc1 (stereo not given)	i	i	-1.1
O=C(NNC(=O)c1ccc[nH]1)c1cccc(C(F)(F)F)c1	i	i	1.5
CCCCCCn1c(O)c(/C=C2\C=NN=C2c2ccccc2)sc1=S	i	i	-1.6
CC(=O)Nc1nnc(CSCc2ccc(F)cc2)s1	i	i	0.1
O=C(CC1C(=O)NCCN1CC1CCCCC1)NCc1ccc(F)cc1F (stereo not given)	i	i	-1.4
O=C(O)c1cccc(C(=O)c2cccc(C(=O)O)c2)c1	i	i	1
COc1ccc(N(CC(=O)N/N=C/c2cc3ccc(OC)cc3nc2Cl)S(=O)(=O)c2ccccc2)cc1	i	i	-0.85
CCC(C(=O)N1CCN(c2ccccc2OC)CC1)c1ccccc1 (stereo not given)	i	i	-2.4
S=C(NCCCN1CCOCC1)Nc1ccc(Nc2ccccc2)cc1	i	i	3.6
Cn1c(SCc2ccc3c(c2)OCO3)nnc1-c1ccccc1	i	i	2
CC1(C)C=C(c2ccc(O)cc2)CC(C)(C)N1	i	i	0.77
COC(=O)c1cccc(C(=O)N2CCC(CO)(CCc3ccccc3)CC2)c1	i	i	2.4
O=C(Nc1cccc2ccccc12)NC1Cc2ccccc2C1	i	i	-0.82
O=C(CCc1ccccn1)NC1CCCc2c1cnn2-c1ccc(F)cc1F (stereo not given)	i	i	0.97
COc1ccc(Br)cc1CN(C)CC(=O)Nc1c(Cl)cccc1Cl	i	i	-1.2
O=C(CNC(=O)c1ccccc1F)NCc1cccnc1	i	i	0.97
Cc1ccc2c(c1)C(c1ccccc1)N(C(=O)c1ccccc1)CC(=O)N2 (stereo not given)	i	i	-0.07
CC(=N\NC(=O)c1cc(Br)ccc1O)/C(=N/O)C(=O)Nc1ccccc1	i	i	-2
O=Cc1cccc(Oc2ccc([N+](=O)[O-])cc2[N+](=O)[O-])c1	i	i	0.54
CN(C)c1ccc(NC(=O)CSc2nnc(-c3cnccn3)n2C)cc1	i	i	1.2
COc1ccc(C(=O)NCc2nnc(SCC(=O)N3CCOCC3)o2)cc1	i	i	1.1
COC(=O)/C(C#N)=C/N(C)C	i	i	-1.3
O=C(/C=C/c1ccc(Cl)c(Cl)c1)NCc1ccco1	i	i	-0.69
Cc1cccc(C(=O)NC2CCN(C(=O)NCc3ccccc3)CC2)c1	i	i	0.3
COc1ccc(S(=O)(=O)N2CCC(C(=O)N[C@H](C(=O)N3CCCCCC3)C(C)C)CC2)cc1	i	i	-0.58
COc1cc(-c2c(NC(=O)c3ccco3)oc3ccccc3c2=O)cc(OC)c1OC	i	i	0.95
COc1ccc(C2NC(c3ccc(OC)cc3)C(C)C(=O)C2C)cc1 (stereo not given)	i	i	0.25
O=C(Nc1ccccc1)N1CCN(c2ccccn2)CC1	i	i	-0.19
O=[N+]([O-])c1ccccc1/C=C/CN1CCSCC1	i	i	0.4
CC(=O)NC(=S)Nc1sc2c(c1C#N)CCCCC2	i	.	1
CCOC(=O)C1(Cc2ccccc2C)CCCN(S(=O)(=O)CC)C1 (stereo not given)	i	i	-0.08
OCCNc1nc(Nc2ccc(Br)cc2)nc2ccccc12	-12*	i	-13*
C=CCOc1ccn(C)c(=O)n1	i	i	0.06
CN(c1ccc(C(=O)Nc2ccccc2Sc2ccccc2)cc1)S(C)(=O)=O	i	i	0.01
CCC1Sc2ccc(S(=O)(=O)Nc3ccc(OC)cc3)cc2NC1=O (stereo not given)	i	i	-0.51
O=C(NN1CC(C(=O)OCc2ccccc2F)CC1=O)c1ccccc1 (stereo not given)	i	i	0.8

4 structures from above, sorted by length of the SMILES, low to high.
SMILES	KCNQ2 inh	CHT inh	Kir21 block
C=CCOc1ccn(C)c(=O)n1	i	i	0.06
CC(=O)NC(=S)Nc1sc2c(c1C#N)CCCCC2	i	.	1
CC(=N\NC(=O)c1cc(Br)ccc1O)/C(=N/O)C(=O)Nc1ccccc1	i	i	-2
COc1ccc(S(=O)(=O)N2CCC(C(=O)N[C@H](C(=O)N3CCCCCC3)C(C)C)CC2)cc1	i	i	-0.58

Next compounds:
SMILES	KCNQ2 inh	CHT inh	Kir21 block
COc1ccc(S(=O)(=O)N2CCCC(C(=O)NCc3ccco3)C2)cc1OC (stereo not given)	i	i	-1.4
O=C(CN1C(=O)/C(=C/c2ccccc2F)Sc2ccccc21)NCC1CCCO1 (stereo not given)	i	i	-0.23
CC(=O)Nc1ccc(-n2nnnc2SCC(=O)Nc2cccc(NC(=O)c3ccco3)c2)cc1	i	i	-0.46
CC1=C(Cl)C2=NS(=O)(=O)CCN2C=C1Cl	i	i	-0.05
CCOc1cc(/C=N\NC(N)=O)cc(Br)c1OC(C)C	i	i	-1.3
Cc1c(NC(=O)C(=O)N/N=C/c2cccs2)c(=O)n(-c2ccccc2)n1C	i	i	-2.4
Cc1ccc(N2CCN(c3ccc(NC(=O)CCC(=O)O)cc3)CC2)cc1	i	i	-0.29
O=C(/C=C/c1ccc(F)cc1)NC(=S)N1CCCCC1c1cccnc1 (stereo not given)	i	i	0.27
O=C(NC(Cc1ccccc1)C(=O)O)/C(=C/c1ccccc1)NC(=O)c1ccc(Br)o1 (stereo not given)	i	i	-1.2
Cc1cccc(-n2nc(C(=O)c3ccco3)cc(-c3nc4ccccc4[nH]3)c2=N)c1	i	i	1.2
CCc1cc2c(N3CCN(c4nnc(CC)s4)CC3)ncnc2s1	i	-7.2*	-0.81
CCOc1ncccc1C(=O)OCC(=O)N1CC(=O)Nc2ccccc21	i	i	0.13
COc1ccccc1NC(=S)N1CCN(c2nc(-c3ccccc3)cs2)CC1	i	i	0.06
COc1ccc(NC(=O)CSc2n[nH]c(-c3ccccn3)n2)cc1	i	i	1
Cc1ccc(C(=O)CCC(=O)N(C)CC(=O)Nc2ccccc2Br)cc1	i	i	-2.3
N#Cc1c(Nc2ccccc2)c(C=O)c[nH]c1=O	i	i	-0.89
CCCOCC(O)CCc1n[nH]c(=S)n1-c1ccccc1 (stereo not given)	i	i	0.14
Cc1cc2[nH]c3ccccc3c2cn1	i	i	0.22
O=C(/C=C/c1cccc(Cl)c1)NCCc1ccccc1	i	i	-2.3
CN(C)CCC(=O)c1cccc(Br)c1	i	i	0.63
CCC(Sc1nc(-c2ccccc2)cc(=O)[nH]1)C(=O)O (stereo not given)	i	i	0.98
CCC(=O)Nc1nc2ccc(NC(=O)COc3ccccc3)cc2s1	i	i	1.1
CC1(c2ccc(Cl)cc2Cl)NC(=O)N(CC(=O)Nc2cccnc2Cl)C1=O (stereo not given)	i	i	2.2
O=C(O)c1cncc(C#Cc2ccccc2)c1	i	i	0.16
O=C(O)c1cc([N+](=O)[O-])ccc1N1CCCCC1	i	i	-0.41
COc1ccc(C(=O)/C=C(\C)Nc2ccc(NC(C)=O)cc2)cc1	i	i	0.83
CC1CCN(C(=O)CCC(=O)Nc2nnc(C3CCCCC3)s2)CC1	i	i	-0.61
CSc1ccc(CN(C)C(=O)c2cc3ccccc3o2)cc1	i	i	0.34
Cc1ccc(N2C(=O)CC(Sc3cccs3)C2=O)cc1 (stereo not given)	i	i	1.4
Cc1ccc(OCCOCCN2CCN(C)CC2)c([N+](=O)[O-])c1	i	i	0.11
COc1ccc(S(=O)(=O)Cc2ccc(C(=O)N3CCN(c4cc(Cl)ccc4C)CC3)o2)cc1	i	i	-0.33
O=C(NCc1cccs1)c1ccccc1	i	i	-0.05
CCOC(=O)n1c(=O)n(Cc2ccc(OC)cc2)c2ccccc21	i	i	1.7
O=C(COC(=O)/C=C/C(=O)OCC(=O)Nc1ccccc1F)Nc1ccccc1F	i	i	1.6
CC(=O)Nc1cccc(-c2nc3ccccc3[nH]2)c1	i	i	-0.42
CCOc1ccc2nc(COC(=O)c3ccncc3)c(C(=O)c3ccccc3)[n+]([O-])c2c1	i	i	0.19
Fc1ccc(N2CCN(c3nnnn3-c3ccccc3)CC2)cc1	i	i	-1.1
O=C(NCc1ccccc1)c1ccc2c(c1)C(=O)N(CC1CCCO1)C2=O (stereo not given)	i	i	-0.06
